Compound activity as filed in PubChem BioAssay.
TRPC4 potent: TRPC4 (mouse) allosteric potentiation; Q9QUQ5; actives 0.42% (n = 310,000); B-score at 10 µM; HEK293 TRPC4beta/mu-opioid, DAMGO EC20, Fluo-4 Ca2+ flux; hits give high values;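 active = B-score of calcium response area above 5 SD of library B-scores, with initial fluorescence ratio within 5 SD of library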;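 also: B-score of integrated fluorescence ratio over time as area under calcium response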
TRPC4 inh: inhibitors of mouse TRPC4 channel; Q9QUQ5; HEK293 TRPC4beta/mu-opioid, DAMGO-evoked Fluo4 calcium flux; hits give low values; B-score at 10 µM; actives 0.39% (n = 300,000);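 active = B-score over 3 SD under the library average, no early fluorescence shift, positive overall ratio signal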
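Signal: kinetic Fluo4 fluorescence imaging of calcium influx. Material: stable TRPC4beta/mu-opioid receptor HEK293 cells. Probe or stimulus: DAMGO in two steps, submaximal then maximal.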
MrgX1 antagonist: antagonists of human MrgX1 receptor. MRGX1-HEK293 calcium flux, Fluo-4, BAM8-22 antagonism; hits give low values. actives 1.3% (n = 310,000). B-score at 10 µM. AID 588676;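 active = calcium-response B-score plate-corrected more than 3 library SD below zero, starting fluorescence within 5 deviations, no agonist response on first addition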;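 also: peak minus trough fluorescence over baseline after final BAM8-22 challenge near maximal dose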
Target sequence (Q96LB2 whole entry, looked up): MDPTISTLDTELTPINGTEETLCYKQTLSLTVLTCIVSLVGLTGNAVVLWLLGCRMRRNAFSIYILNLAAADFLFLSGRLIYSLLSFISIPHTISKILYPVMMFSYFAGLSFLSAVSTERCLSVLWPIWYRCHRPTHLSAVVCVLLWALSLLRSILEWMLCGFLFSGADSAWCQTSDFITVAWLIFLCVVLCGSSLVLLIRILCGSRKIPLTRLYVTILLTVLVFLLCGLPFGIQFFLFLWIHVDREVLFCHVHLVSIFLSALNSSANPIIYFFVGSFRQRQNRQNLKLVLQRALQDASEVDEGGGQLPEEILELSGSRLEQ
TRPC4 agonist: activators of mouse TRPC4 channel; Q9QUQ5; HEK293 TRPC4beta/mu-opioid, Fluo4 calcium fluorescence; hits give high values; B-score at 10 µM; actives 0.49% (n = 310,000); AID 2237;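 active = B-score above 5 SD of library B-scores, and initial fluorescence ratio not above library mean plus 5 SD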;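 also: positive B-score marks a calcium rise read as TRPC4 activation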
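System: HEK293 cells stably co-expressing mouse TRPC4beta and mu-opioid receptor; Schedule: Fluo4 dye loading 45 min at room temperature, 110 s recording; Detection: Fluo4 fluorescence, kinetic; Evaluation: B-scored integrated calcium fluorescence ratio; Controls: buffer (low) and maximal DAMGO (high).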
MrgX1 allo act: allosterically activates human MrgX1 receptor signaling; Q96LB2; AID 588675; actives 0.63% (n = 310,000); B-score at 10 µM; MrgX1-HEK293, Fluo-4 calcium flux, FDSS; hits give high values;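 active = plate-corrected calcium response at least 3 library SD above typical, normal starting fluorescence, not activating the receptor alone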;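 also: compound read alongside a low EC10 to EC30 dose of BAM8-22 agonist; peak minus trough fluorescence over baseline measured at the second addition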
TRPC6 inh: blocks the mouse TRPC6 cation channel. HEK293-TRPC6, membrane potential dye, ACh-evoked depolarization; hits give low values. AID 2553. B-score at 10 µM. actives 1.1% (n = 310,000). Q61143;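 active = B-score under library mean minus 3 SD, initial fluorescence not abnormally high, positive integrated signal ratio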;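 also: B-score derived from integrated fluorescence ratio over the kinetic read; more negative B-score means stronger inhibition of depolarization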
TRPC6 activator: activators of mouse TRPC6 channel | Q61143 | actives 0.13% (n = 310,000) | AID 2550 | B-score at 10 µM | HEK293-TRPC6 membrane potential dye fluorescence; hits give high values;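 active = B-score of the integrated fluorescence ratio above library mean plus 3 SD, and starting fluorescence ratio within library mean plus 5 SD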;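 also: higher score means more depolarization so channel activation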
RGS4 block: human RGS4 inhibition | AID 463165 | B-score at 10 µM | HEK293 M3R/RGS4 inducible, Fluo-4 calcium flux; hits give high values; triggered by carbachol at its EC20 | actives 0.45% (n = 310,000);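 active = B-score, a plate-corrected calcium signal, over three deviations above library mean, with baseline fluorescence within five deviations of library mean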;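 also: RGS4 expression induced by doxycycline in cells with stable M3 receptor; B-score is computed from the integrated fluorescence ratio over baseline after carbachol; higher B-score means a larger calcium signal and so more RGS4 inhibition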
Target sequence (P49798 whole entry, looked up): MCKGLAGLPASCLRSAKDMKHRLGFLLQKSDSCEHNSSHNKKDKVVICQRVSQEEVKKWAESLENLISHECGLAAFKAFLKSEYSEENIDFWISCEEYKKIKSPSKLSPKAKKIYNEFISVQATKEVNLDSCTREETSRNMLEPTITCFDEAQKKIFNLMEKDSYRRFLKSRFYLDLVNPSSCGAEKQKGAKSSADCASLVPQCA
TMEM16A inh: inhibitors of mouse TMEM16A calcium-activated chloride channel. Q8BHY3. HEK293 TMEM16A/YFP iodide influx fluorescence, ionomycin. normalized B-score (activity score, 25-100; higher = stronger inhibition) at 10 µM. actives 1.2% (n = 310,000);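 active = ratio plate-corrected score three or more library SD toward inhibition, starting fluorescence score within five deviations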;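 also: score derived from kinetic fluorescence span divided by baseline fluorescence per well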
MrgX1 ag: agonists of human MrgX1 receptor | actives 0.44% (n = 310,000) | MrgX1-HEK293 cells, Fluo-4 calcium fluorescence, agonist mode; hits give high values | B-score at 10 µM | Q96LB2 | AID 588627;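 active = calcium response B-score plate-corrected fluorescence ratio at least 3 library SD, with starting fluorescence B-score inside 5 SD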
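Material: HEK293 cells stably expressing human MrgX1 receptor | Quantity: 15,000 cells per well | Times: Cells plated overnight, dye loaded 0.5 h 37 °C, 0.5 h room temperature | Measured by: Kinetic Fluo-4 NW fluorescence of intracellular calcium | Control set: Positive and negative controls per plate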
TMEM16A act: activates or potentiates the mouse TMEM16A chloride channel. actives 0.3% (n = 340,000). AID 623877. Q8BHY3. B-score at 10 µM. HEK293 TMEM16A/YFP-H148Q/I152L, iodide quench fluorescence; hits give low values;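 active = fluorescence-ratio B-score plate-corrected deviation score at least 3 library SD below zero, with starting fluorescence score within 5 deviations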;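 also: channel opened by trigger with iodide after compound preincubation; score built on the fluorescence ratio of max minus min over baseline; more negative score means more quench and so TMEM16A activation or potentiation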
Numbers without * were called inactive; i = inactive; · = no result given.

The line under a structure holds: TRPC4 potent | TRPC4 inh | MrgX1 antagonist | TRPC4 agonist | MrgX1 allo act | TRPC6 inh | TRPC6 activator | RGS4 block | TMEM16A inh | MrgX1 ag | TMEM16A act
> CCN1C(=O)c2ccc(C(=O)Nc3ccc(O)cc3C)cc2C1=O
→ i | i | i | i | i | i | i | i | i | i | i
> CCOc1ccc(NC(=S)N2CCCC2)cc1
→ i | i | i | i | i | i | i | i | i | i | i
> COc1ccc(-c2nc3c(s2)CCc2onc(-c4ccc(Br)cc4)c2-3)cc1
→ i | i | i | i | i | i | i | i | i | i | i
> Cc1cc(C(=O)N/N=C/c2cccc([N+](=O)[O-])c2)c(C)n1-c1ccccc1
→ i | i | i | i | i | i | i | i | i | i | i
> CCOC(=O)Cn1nc(C)n(-c2ccc(Cl)cc2)c1=O
→ i | i | i | i | i | i | i | i | i | i | i
> COC(CNC(=O)C(C)n1nc(C)c2ccccc21)OC (stereo not given)
→ i | i | i | i | i | i | i | i | i | i | i
> COc1cccc(CN(C)C(=O)CSCC(=O)Nc2ccc(C)cc2)c1OC
→ i | i | i | i | i | i | i | i | i | i | i
> CC(=O)Nc1sc(N/N=C/c2ccccc2)nc1-c1ccc(C)cc1
→ i | i | i | i | i | i | i | i | i | i | i
> O=[N+]([O-])c1cccc(-c2ccn[nH]2)c1
→ i | i | i | i | i | i | i | i | i | i | i
> CCOC(=O)CSc1nc(-c2ccccc2)ns1
→ i | i | i | i | i | i | i | i | i | i | i
> Cc1nc(SC2CCOC2=O)c2c(C)c(C)sc2n1 (stereo not given)
→ i | i | i | i | i | i | i | i | i | i | i
> CCN(CC)c1ccc(C2C(C(=O)Nc3ccccn3)=C(C)NC3=C2C(=O)CC(C)(C)C3)cc1 (stereo not given)
→ i | i | i | i | i | i | i | i | i | i | i
> O=[N+]([O-])c1ccc(CSc2nnc(Cc3ccccc3)n2-c2ccc(F)cc2)cc1
→ i | i | i | i | i | i | i | i | i | i | i
> CSc1cccc(CNC(=O)C2CCC(=O)N(CCCN3CCCC3=O)C2)c1 (stereo not given)
→ i | i | i | i | i | i | i | i | i | i | i
> COC(=O)c1ccc(C(=O)OC)c(NC(=O)CSc2ccccn2)c1
→ i | i | i | i | i | i | i | i | i | i | i
> Cc1ccc(C(=O)c2c(NC(=O)c3ccncc3)sc3c2CCCC3)cc1
→ i | i | i | i | i | i | i | i | i | i | i
> CCOc1cc(/C=N/NC(=O)CN2CCCCC2)ccc1OCc1ccc(Cl)cc1
→ i | i | i | i | i | i | i | i | i | i | i
> N#Cc1ccc(COC(=O)c2ccccn2)cc1
→ i | i | i | i | i | i | i | i | i | i | ·
> Cc1cc(C(F)(F)F)nc(SCC(=O)NC2CC3CCC2C3)n1 (stereo not given)
→ i | i | i | i | i | i | i | i | i | i | i
> Cc1nc(CNC(=O)c2ccccc2OC2CCN(S(C)(=O)=O)CC2)cs1
→ i | i | i | i | i | i | i | i | i | i | i
> O=S(=O)(c1cccs1)N1CCN(Cc2ccccc2)CC1
→ i | i | i | i | i | i | i | i | i | i | i
> COC(=O)CN1C(=O)COc2ccc(Cl)cc21
→ i | i | i | i | i | i | i | i | i | i | i
> COc1ccccc1NC(=S)NCCc1c[nH]c2ccccc12
→ i | i | -5.6* | i | i | i | i | i | i | i | i
> CC(C)=CCN1CCN(CC#Cc2ccccc2)CC1CCO (stereo not given)
→ i | i | i | i | i | i | i | i | i | i | i
> CCOC(=O)N1CCC(NC(=O)CCCN2C(=O)CSc3ncccc32)CC1
→ i | i | i | i | i | i | i | i | i | i | i
> Cc1nn(CC2CC2)c(=O)n1-c1ccccc1F
→ i | i | i | i | i | i | i | i | i | i | i
> C/C(=N\NC(=O)C1CC1c1ccccc1)c1cccc([N+](=O)[O-])c1 (stereo not given)
→ i | i | i | i | i | i | i | i | 25* | i | i
> O=C(COc1ccc(Cl)cc1)N1CCCC1
→ i | i | i | i | i | i | i | i | i | i | i
> Cc1cc(N2C(=O)CC(N3CCN(C(c4ccccc4)c4ccccc4)CC3)C2=O)no1 (stereo not given)
→ i | i | i | i | i | i | i | i | i | i | i
> CC(=O)Nc1ccc(-c2cn3cccnc3n2)cc1
→ i | i | i | i | i | i | i | i | i | i | i
> O=C(/C=C/c1ccc(Cl)cc1Cl)N1CCc2ccccc21
→ i | i | i | i | i | i | i | i | i | i | i
> O=C(Cc1ccsc1)NNC(=O)c1ccccc1O
→ i | i | i | i | i | i | i | i | i | i | i
> O=C(Cc1cccc2ccccc12)N1CCCc2ccccc21
→ i | i | i | i | i | i | i | i | i | i | i
> COc1cccc(N2C(=O)CN(Cc3cc(OC)c(OC)c(OC)c3)C2=S)c1
→ i | i | i | i | i | i | i | i | i | i | i
> O=C(c1ccc(Cl)cc1)N1CCc2c([nH]c3ccccc23)C1C(F)(F)F (stereo not given)
→ i | i | i | i | i | i | i | i | i | i | i
> COc1ccccc1NS(=O)(=O)c1cc(NC(=O)c2cccs2)ccc1N1CCCC1
→ i | i | i | i | i | i | i | i | i | i | i
> CCc1ccccc1N(CC(=O)N1CCN(c2ccc(F)cc2)CC1)S(C)(=O)=O
→ i | i | i | i | i | i | i | i | i | i | i
> Cc1ccc(CNC(=O)C2CCC(=O)N(Cc3ccc(Cl)cc3)C2)cc1F (stereo not given)
→ i | i | i | i | i | i | i | i | i | i | i
> Cc1cccc(C(=O)OCC(=O)N2CCCC2=O)c1[N+](=O)[O-]
→ i | i | i | i | i | i | i | i | i | i | i
> CCOC(=O)c1sc(NC(=O)C(CC)Sc2nccn2C)nc1C (stereo not given)
→ i | i | i | i | i | i | i | i | i | i | i
> COc1ccc(CN2CC(C(=O)NCCC(C)C)CC2=O)cc1 (stereo not given)
→ i | i | i | i | i | i | i | i | i | i | i
> Cc1ccnc(NC(=O)CCC(=O)c2cccs2)c1
→ i | i | i | i | i | i | i | i | i | i | i
> COc1ccc(NCC(O)Cn2c(C)c(C)c3ccccc32)cc1 (stereo not given)
→ i | i | i | i | i | i | i | i | i | i | i
> CCc1c(C(=O)NN2C(=O)C3CCCCC3C2=O)csc1C (stereo not given)
→ i | i | i | i | i | i | i | i | i | i | i
> COCNc1nc(OCC#N)nc(N(C)C)n1
→ i | i | i | i | i | i | i | i | i | i | i
> COc1ccc2sc3ccccc3c(=O)c2c1
→ i | i | i | i | i | i | i | i | i | i | i
> O=C(NC1CCCC1)C(c1ccco1)N(C(=O)c1ccco1)c1ccc(F)cc1 (stereo not given)
→ i | i | i | i | i | i | i | i | i | i | i
> CC(C)(C)C(=O)/C=C(\N)c1ccncc1
→ i | i | i | i | i | i | i | i | i | i | i
> Cc1ccc(C)n1Cc1ccccc1Cl
→ i | i | i | i | i | i | i | i | i | i | i
> Cc1cc(NS(=O)(=O)c2ccc(NC(=S)NC(=O)c3cccc(S(=O)(=O)N(C)C)c3)cc2)no1
→ i | i | i | i | 14* | i | i | i | i | i | i
> Cc1cccc(NC(=O)CSc2nc3[nH]ncc3c(=O)n2-c2ccccc2)c1
→ i | i | i | i | i | i | i | i | i | i | ·
> Cc1cc(C)n2nc(S(=O)(=O)N(CC(C)C)CC(C)C)nc2n1
→ i | i | i | i | i | i | i | i | i | i | i
> COc1nc(C)nc2c1sc1nc3c(cc12)COC(C)(C)C3
→ i | i | i | i | i | -6.4* | i | i | i | i | i
> Nc1nnnn1/N=C/c1ccccc1OCc1ccc(Cl)cc1
→ i | i | i | i | i | i | i | i | i | i | i
> Cc1ccccc1NC(=O)CSc1nc(N)c(C#N)cc1C#N
→ i | · | i | i | i | i | i | i | i | i | i
> Cc1ccc2c(c1)N(CC(=O)NCC1CCCO1)C(=O)CO2 (stereo not given)
→ i | i | i | i | i | i | i | i | i | i | i
> CN(C)/N=C/c1ccc(/C=N/NC(N)=S)o1
→ i | i | i | i | i | i | i | i | i | i | i
> COc1cccc(C(=O)N/N=c2\sc3ccccc3n2C)c1
→ i | i | i | i | i | i | i | i | i | i | i
> Cc1nnc(SCc2cc(=O)[nH]c(Nc3nc(C)c4cc(C)c(C)cc4n3)n2)s1
→ i | i | i | i | i | i | i | i | i | i | i
> CCN(Cc1ccncc1)C(=S)Nc1ccc(Cl)cc1
→ i | i | i | i | i | i | i | i | i | i | i

Next part:
The line under a structure holds: TRPC4 potent | TRPC4 inh | MrgX1 antagonist | TRPC4 agonist | MrgX1 allo act | TRPC6 inh | TRPC6 activator | RGS4 block | TMEM16A inh | MrgX1 ag | TMEM16A act
> C/C(=N\OCc1ccc(C#N)cc1)c1ccc(S(=O)(=O)N(C)C)cc1
→ i | i | i | i | i | i | i | i | i | i | i
> CCc1cc2cc(C)cc(C)c2nc1SCC(=O)NNC(=O)c1ccco1
→ i | i | i | i | i | i | i | i | i | i | i
> CCCC(OC(=O)CC1Sc2ccccc2NC1=O)C(=O)NCc1ccco1 (stereo not given)
→ i | i | i | i | i | i | i | i | i | i | i
> CC1=CCC2C(=O)N(c3nc4ccccc4n3C)C(=O)C2C1 (stereo not given)
→ i | i | i | i | i | i | i | i | i | i | i
> CSc1ncccc1C(=O)OCC(=O)NC1CCS(=O)(=O)C1 (stereo not given)
→ i | i | i | i | i | i | i | i | i | i | i
> CC(C)N1CCN(Cc2cccn2-c2cccnc2)CC1CCO (stereo not given)
→ i | i | i | i | i | i | i | i | i | i | i
> N=c1c(-c2nc3ccccc3[nH]2)cc(C(=O)c2ccco2)nn1-c1ccccc1
→ i | i | i | i | i | i | i | i | i | i | i
> Nc1ccc(N2CCN(c3cccc(Cl)c3)CC2)cc1
→ i | i | i | i | i | i | i | i | i | i | i
> Nc1cc(C(=O)O)ccc1N1CCCCC1
→ i | i | i | i | i | i | i | i | i | i | i
> Cc1nc2nc(C)c(CCC(=O)NC(C)c3ccc4c(c3)OCCO4)c(C)n2n1 (stereo not given)
→ i | i | i | i | i | i | i | i | i | i | i
> Nc1cc(N)nc(SCC(=O)NCC2CCCO2)n1 (stereo not given)
→ i | i | i | i | i | i | i | i | i | i | i
